# TTR transcr act: increases transthyretin transcription | SH-SY5Y TTR promoter Gaussia luciferase, luminescence; 100% = recombinant luciferase protein wells | activation, % at 16.7 µM | 1.3% of 92,000 active;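 active means activation above the mean of all tested compounds plus 3 SD, cut at about 9.5% in these data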;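 further: cells exposed to compounds for one day before reading; 0% = median of all test compound wells on the plate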
# The depositor's hits bear a star.
SMILES,TTR transcr act
CC(C)Cc1cc(C(=O)NCCCN2CCOCC2)no1,11*
CC(C)CCSc1nnc(N)s1,-1.1
Cc1cccc(N2CC(c3nc4ccccc4[nH]3)CC2=O)c1 (stereo unspecified),-0.4
COc1ccccc1CNC(=O)CSc1n[nH]c(N)n1,0.4
CCOC(=O)C1=NOC(CNC(=O)C2=NOC(CNC(=O)c3c(-c4ccccc4Cl)noc3C)C2)C1 (stereo unspecified),2.0
CC(C)C12CN3CC(C(C)C)(CN(C1)C3c1ccccc1O)C2=O (stereo unspecified),-0.9
CC1=NNC(=O)C1Cc1c(Cl)cccc1Cl (stereo unspecified),-0.6
CC1(C2CC2)NC(=O)N(CC(=O)N2CCN(S(=O)(=O)c3ccc(F)c(F)c3)CC2)C1=O (stereo unspecified),-0.7
COc1ccc(CN2C(=O)c3ccccc3C2=O)cc1C(=O)N(C)CC(=O)Nc1ccc(C)cc1,-1.0
Cc1cc(S(=O)(=O)NCC2CCCO2)c(C)cc1Br (stereo unspecified),-0.4
C[C@H]1[C@H](NC(=O)c2ccc(Cl)cc2)CC[C@@]23CCCN2C(=O)CCC[C@@H]13,-0.3
O=S1(=O)CCN2N=C(C3CC3)SC2=N1,-1.2
O=C1C(C=NCc2cccnc2)=C(O)c2ccccc21,-1.7
Cc1c(NC(=O)CSCc2ccc(Cl)cc2Cl)cccc1C(=O)O,1.6
Cc1ccccc1/C=N/N=C1/NC(=O)CCS1,-0.4
CC(=O)Nc1ccc(C(=O)n2nc(C)cc2C)cc1,0.6
Cc1cccc(N=C2Sc3nc4c(C)c(C)ccc4cc3CN2CCN2CCOCC2)c1,0.5
O=C(NCCc1ccc([N+](=O)[O-])cc1)c1ccccc1,2.5
O=C(NCc1cccs1)C1CCN(S(=O)(=O)c2ccccc2F)CC1,0.2
C#Cc1ccc([C@@H]2C=C(C(=O)NCc3ccccc3)O[C@H](OCC)[C@H]2CCCO)cc1,1.2
Cc1ccc(C)c(NC(=S)NC(C)C(c2ccccc2)N2CCN(C)CC2)c1 (stereo unspecified),0.4
COc1ccc(/C=N/OCC(=O)NC(c2ccccc2)c2ccccc2)c(OC)c1,-1.6
O=C(NCc1ccc2c(c1)OCO2)C1CCC(CNc2c(N3CCCCC3)c(=O)c2=O)CC1 (stereo unspecified),-0.7
Cc1cccc(-c2oc3ccc(-c4ccc5c(c4)OCO5)cc3c2-c2ccc(OC3CCCCO3)cc2)c1 (stereo unspecified),6.7
COC(=O)c1[nH]c2cccc(Cl)c2c1NC(=O)CN1CCN(CCO)CC1,-0.4
Nc1nc(-c2ccccc2)c(N=Nc2ccc(Cl)cc2)s1,3.8
CN(CCC1CCCCO1)Cc1cn(C)nc1-c1ccc2c(c1)OCCO2 (stereo unspecified),2.0
COc1ccc(OCC(=O)NNC(=O)C2CCC2)cc1,1.6
CC(=O)N(CCCN1CCOCC1)Cc1ccncc1,1.3
COc1ccc(OC)c(N=C(C)C2=C(O)COC2=O)c1,-0.2
C/C(=N\NC(=O)CSc1nc(C)cc(C)n1)c1ccc([N+](=O)[O-])cc1,4.8
O=C(Cc1ccsc1)N1CCc2c([nH]c3ccccc23)C1c1ccccn1 (stereo unspecified),0.9
COc1ccccc1NC1=Nc2cccc3cccc1c23,2.2
CCCn1c(SCC(=O)Nc2sc(C)c(C)c2C#N)nnc1C(C)C,1.5
C=CCOc1ccc(C2NC(=O)c3ccccc3O2)cc1 (stereo unspecified),2.3
C#CCOCCOCCOCCNc1nc(N2CCN(C(=O)Cn3cc(CCCN=C(N)N)nn3)CC2)nc(N2CCN(C(=O)[C@H](C)n3cc(CCCN=C(N)N)nn3)CC2)n1,0.7
COc1ccc(C(=O)C2CCCN(Cc3cn(C)nc3-c3ccccc3)C2)cc1F (stereo unspecified),5.7
CC(OC(=O)[C@@H](NC(=O)c1ccco1)C(C)C)C(=O)Nc1ncc(Cl)cc1Cl (stereo partly specified),4.7
CN1CCN(C(=S)NCCc2ccccc2)CC1,11*
COc1ccc(C2C(C(=O)NCCN(C)C)c3ccccc3C(=O)N2C)cc1OC (stereo unspecified),-0.9
N#Cc1ccc(OC(=O)C2CCN(C3=NS(=O)(=O)c4ccccc43)CC2)cc1,-0.2
O=C(C1CCN(c2ncnc3c2sc2cccc(F)c23)CC1)N1CCCC1,-0.2
O=C(COC(=O)C1CCCCC1)Nc1ccccc1OC(F)F,0.6
O=C(NC1CCCCCCC1)c1cc(COc2ccc3ncccc3c2)on1,2.5
COc1ccc(CCNc2oc(COc3ccccc3F)nc2C#N)cc1OC,-2.5
CCC(C)C(NC(=O)c1ccccc1NC(=O)c1ccco1)C(=O)NNC(=O)c1ccncc1 (stereo unspecified),-0.7
CCOC(=O)c1cnc(COc2ccc(OC)cc2)[nH]c1=O,-1.1
CNC12CCc3cc(OC)c(OC)c(c31)-c1cc3c(cc1C2)OCO3 (stereo unspecified),-0.2
CCOC(=O)N1CCN(c2c(NCCN3CCCCC3CC)c(=O)c2=O)CC1 (stereo unspecified),-2.4
Cc1nnc(SCc2cccc(CSc3nnc(C)s3)c2)s1,-0.1
COc1ccc(/C=N/NC(=O)CNC(=O)c2ccc(S(=O)(=O)N3CCOCC3)cc2)cc1OC,0.4
NC1=NC(=Nc2ccc(S(N)(=O)=O)cc2)c2ccccc21,1.7
CCOc1ccc(NC(=O)C2CCN(S(=O)(=O)c3ccc4c(c3)C(C)(C)C(=O)N4C)CC2)cc1,-2.7
CC1=C(C(=O)N(C)C)CC(CC(=O)NCCc2ccccn2)C(=O)N1Cc1ccc(F)cc1 (stereo unspecified),-0.5
NS(=O)(=O)c1ccc(CCNC(=O)CCCCCNc2nc(=S)[nH]c3ccccc23)cc1,-0.7
COc1cccc(OC)c1NC(=O)C1CCCN1C(=O)Nc1ccccc1Cl (stereo unspecified),4.8
CCCCn1c(N)c(N(CC(C)C)C(=O)c2ccc(-c3ccc(Cl)cc3)o2)c(=O)[nH]c1=O,-0.8
CO[C@H]1CN(C)C(=O)c2cc(NC(=O)C3CCCC3)ccc2OC[C@@H](C)NC[C@H]1C,-0.4
CCOC(=O)c1nn(-c2ccccc2)c(=O)c2c(NC(C)=O)scc12,-0.2
CS(=O)(=O)Nc1ccc(C2=NN(S(C)(=O)=O)C(c3cccs3)C2)cc1 (stereo unspecified),1.8

# Other structures.
SMILES,TTR transcr act
COc1ccc(N(CC(=O)Nc2c(C)cccc2C)S(=O)(=O)c2ccccc2[N+](=O)[O-])c(OC)c1,-1.2
O=C(Cn1c(=O)oc2ccccc21)Nc1ccc(F)cc1,-0.3
CN(C)CC(=O)c1ccc(-c2ccccc2)cc1,-0.5
O=C(Nc1ccc(Cl)cc1)Nc1cccc2nsnc12,-2.3
COCCn1c(SCC#N)nnc1-c1ccc2c(c1)OCO2,3.2
O=C(NCc1ccco1)C1CC(=O)N(c2ccc(O)cc2)C1 (stereo unspecified),3.0
Cc1cc([N+](=O)[O-])nn1Cc1ccc(C(=O)N/N=C/c2ccc(O)cc2O)cc1,-0.7
Cn1c(=O)c2cc(S(=O)(=O)NCCC(=O)Nc3ccccc3F)ccc2n(C)c1=O,2.2
CC(C)CSc1nsc(N)n1,0.9
C=CCN1C(=O)/C(=C/c2ccc(O)c(OC)c2)S/C1=N/c1nccs1,-2.6
CC(C)NCC(O)COc1ccc(Br)cc1 (stereo unspecified),-0.6
O=C(COC(=O)c1ccncc1)Nc1ccccc1,-0.8
CCn1c(SCC(=O)N2c3ccccc3CCc3ccccc32)nc2c1c(=O)n(C)c(=O)n2C,-1.4
CCN(CC)CCCNC(=O)/C(=C\c1cccn1C)NC(=O)c1cccs1,0.1
O=C(Oc1ccc([N+](=O)[O-])cc1)O[C@H]1CC[C@@]23CCCN2C(=O)CCC[C@H]3C1,-1.0

# Entries listed so far containing fluorine, in the order listed:
SMILES,TTR transcr act
CC1(C2CC2)NC(=O)N(CC(=O)N2CCN(S(=O)(=O)c3ccc(F)c(F)c3)CC2)C1=O (stereo unspecified),-0.7
O=C(NCc1cccs1)C1CCN(S(=O)(=O)c2ccccc2F)CC1,0.2
COc1ccc(C(=O)C2CCCN(Cc3cn(C)nc3-c3ccccc3)C2)cc1F (stereo unspecified),5.7
O=C(C1CCN(c2ncnc3c2sc2cccc(F)c23)CC1)N1CCCC1,-0.2
O=C(COC(=O)C1CCCCC1)Nc1ccccc1OC(F)F,0.6
COc1ccc(CCNc2oc(COc3ccccc3F)nc2C#N)cc1OC,-2.5
CC1=C(C(=O)N(C)C)CC(CC(=O)NCCc2ccccn2)C(=O)N1Cc1ccc(F)cc1 (stereo unspecified),-0.5
O=C(Cn1c(=O)oc2ccccc21)Nc1ccc(F)cc1,-0.3
Cn1c(=O)c2cc(S(=O)(=O)NCCC(=O)Nc3ccccc3F)ccc2n(C)c1=O,2.2

# (continued)
SMILES,TTR transcr act
Cc1onc(-c2c(F)cccc2Cl)c1C(=O)NCCN1CCNC1=O,0.9
Cc1ccc(NC2CCCN(C(=O)c3snnc3C)C2)cc1C (stereo unspecified),3.9
Nc1c(C(=O)N/N=C/c2ccc(F)cc2)oc2nc(-c3ccccc3)cc(-c3ccco3)c12,0.2
Cc1cc(C)n2nc(-c3ccccc3)cc2n1,1.9
O=C(O[C@H]1[C@H](Cc2ccccc2)NS(=O)(=O)[C@H]2C[C@@H]3C=C[C@]12O3)c1ccc([N+](=O)[O-])cc1,-1.8
CCn1cc(C(=O)NCCc2ccccc2C)c(=O)c2ccc(C)nc21,0.8
COc1ccc(C(=O)NC(=S)Nc2cc(C)ccn2)cc1[N+](=O)[O-],2.3
Cc1cccc(NC(=O)c2ccc(COc3ccc4ccccc4c3)o2)n1,0.2
COC(=O)c1scc(C)c1NC(=O)CC1NCCNC1=O (stereo unspecified),-0.3
Fc1ccc(Nc2nc(N3CCOCC3)nc(N3CCOCC3)n2)cc1,0.7
CCOc1ccccc1NC(=O)CCCc1ccc(OC)c(C)c1,-2.0
O=C1NCCNC1c1ccccc1 (stereo unspecified),0.6
CCOc1cc(S(=O)(=O)N2CCOCC2)ccc1F,2.2
O=c1ccc(-c2ccc([N+](=O)[O-])cc2)nn1-c1ccccc1,-0.8
CC1CC(=O)Nc2ccccc2N1C(=O)CSc1nnnn1C (stereo unspecified),14*
CC(C)CNC(=O)OCc1cn(Cc2cc(F)ccc2F)nn1,1.9
CCn1c(SCC(=O)Nc2cc(C)on2)nnc1-c1ccc(S(=O)(=O)N2CCN(C)CC2)cc1,-0.6
c1ccc(C2C/C(=N\N3CCOCC3)c3ccccc3O2)cc1 (stereo unspecified),0.9
CCN1/C(=C2/SC(=S)NC2=O)Sc2ccccc21,0.9
Cc1cc(C(F)(F)F)n2ncc(C(=O)O)c2n1,-0.4
Cc1ccc(C(=O)NNC(=O)c2ccoc2C)s1,2.3
COC(=O)c1sccc1NC(=O)CC1C(=O)NCCN1C(=O)c1ccc(N(C)C)cc1 (stereo unspecified),-0.5
CCNC(=O)CON=C1c2ccccc2-c2ccccc21,0.9
O=C(NCCc1ccccc1)c1ccc2nccnc2c1,-1.6
COc1cc2c(cc1OC)-c1nnc(C)n1C1(CCCC1)C2,0.3
CC(C(=O)NC1=NCCS1)N1C(=O)C2CC=CCC2C1=O (stereo unspecified),2.2
CCC1C/C(=C\c2cccnc2)C(=O)/C(=C/c2cccnc2)C1 (stereo unspecified),-6.7
Clc1ccc(OCc2nnc3n2N=C(c2ccc4c(c2)OCCO4)CS3)c(Cl)c1,3.8
O=Cc1cc(N=Nc2ccc(S(=O)(=O)O)cc2)ccc1O,2.4
Oc1ccc(/C=N/N=C/c2ccc(O)cc2)cc1,5.0

# An excerpt of these results, tab-delimited:
Structure	TTR transcr act
Cc1ccc(C(=O)NNC(=O)c2ccoc2C)s1	2.3
Oc1ccc(/C=N/N=C/c2ccc(O)cc2)cc1	5.0
CCNC(=O)CON=C1c2ccccc2-c2ccccc21	0.9
O=C(NCCc1ccccc1)c1ccc2nccnc2c1	-1.6
O=Cc1cc(N=Nc2ccc(S(=O)(=O)O)cc2)ccc1O	2.4
c1ccc(C2C/C(=N\N3CCOCC3)c3ccccc3O2)cc1 (stereo unspecified)	0.9
COC(=O)c1sccc1NC(=O)CC1C(=O)NCCN1C(=O)c1ccc(N(C)C)cc1 (stereo unspecified)	-0.5

# Carrying on:
SMILES,TTR transcr act
CC(=O)NC(Cc1cc(C)ccc1C)C(=O)N1CCN(C(=O)c2ccc(Br)cc2)CC1 (stereo unspecified),-1.4
CC1(C)Oc2ccc3ccc(=O)oc3c2-c2cnoc21,-0.5
COc1cccc(NC(=O)CN2C(=O)NC(Cc3c[nH]c4ccccc34)C2=O)c1 (stereo unspecified),1.8
COC(=O)C1CSC(c2ccc(Cl)cc2)N1C(=O)c1ccccc1 (stereo unspecified),-1.4
C[C@@H](C(=O)Nc1ccccc1N1CCOCC1)N1C(=O)C2CCCCC2C1=O (stereo partly specified),0.4
CSc1ccccc1-c1nnc(-c2ccc(Cl)cc2)o1,-3.1
COC(=O)Cc1[nH]nc2c1C(c1c[nH]c3ccccc13)C(C#N)=C(N)O2 (stereo unspecified),-1.3
COc1ccc(OC)c(CN2C(=O)CCCC2(C)c2nnnn2C2CCCC2)c1 (stereo unspecified),-0.1
CN(C(=O)CCN1C(=O)/C(=C/c2ccc(F)cc2)SC1=S)C1CCS(=O)(=O)C1 (stereo unspecified),1.6
Oc1cc(Br)ccc1C=Nc1ccc(N2CCCCC2)cc1,2.3
O=C(O/N=C/c1ccc(Br)cc1)c1ccc(F)cc1,7.8
O=C(O)CC(SCC(=O)NC1CCCc2ccccc21)C(=O)O (stereo unspecified),-1.0
COc1ccc(OC)c(-n2nnnc2SCC(=O)Nc2ccccc2OC)c1,1.9
CC(Cc1cccnc1)NC(=O)c1cc(COc2ccc(F)cc2Cl)on1 (stereo unspecified),-1.5
CSc1nnc(SCC#N)s1,-0.1
COc1ccc(C(O)P(=O)(OCCC(C)C)c2ccc(N(C)C)cc2)cc1OC (stereo unspecified),-0.5
O=C1NC(=O)C(=Cc2ccc(Cl)c(Cl)c2)S1,1.3
Cc1ccc(C)c(N(CC(=O)NCCC2=CCCCC2)S(C)(=O)=O)c1,-1.0

# These rows are one share of the data, so the mix of outcomes need not match the whole.
